# MsrA act – bovine methionine sulfoxide reductase A activation. purified bovine MsrA, absorbance read-out. activation, % at 10.6 µM. 360,000 tested, 0.3% active; in the data active = activation above about 7.5%;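 also: 0% = vehicle and 100% = reference activator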
# MsrA inh – bovine MsrA inhibition | purified bovine MsrA, absorbance read-out | inhibition, % at 15.5 µM | 360,000 tested, 0.75% active | AID 651718; in the data active = inhibition above about 4.5%;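 also: 0% = vehicle wells with enzyme and 100% = reference inhibitor wells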
# Scp-1 inhibitor – inhibitors of human Scp-1 phosphatase; AID 493091; Q9GZU7; Recombinant Scp1, phosphopeptide, malachite green phosphate absorbance; inhibition, % at 20 µM; 340,000 tested, 0.88% active;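 active = inhibition above about 50% at 20 µM, limit read from the data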;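 also: plate controls were DMSO wells with enzyme for no effect and wells lacking enzyme for full effect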
#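 Test system: SCP-1 phosphatase catalytic domain, residues 76-261; measured by: colorimetric phosphate reagent with accelerator and stabiliser, absorbance at 630 nm; timing: enzyme reaction 45 min at room temperature, colour 5 min, stabilisation 30 min; also added: Phosphorylated 17-residue peptide substrate; compound dosing: one concentration, 20 µM, with 1.0% DMSO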
# LMPTP inh – LMPTP (human) inhibition | 360,000 tested, 0.22% active | inhibition, % at 20 µM | P24666 | recombinant LMPTP-A, OMFP fluorogenic substrate, fluorescence intensity;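 active = compounds that cut the enzyme signal by at least half of the control window in the single-dose screen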;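 also: plate controls were DMSO wells with enzyme plus substrate for no effect and substrate without enzyme for full effect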
#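 Buffer or medium: Bis-Tris pH 6.0, DTT, detergent; Assay system: LMPTP-A enzyme; Quantity: 0.625 nM enzyme; Detection: endpoint fluorescence intensity; Times: 50 min dark incubation at room temperature; Controls: substrate-only low control, DMSO enzyme-plus-substrate high control; Doses: single 20 µM dose; Read-out: percent inhibition versus substrate-only and uninhibited controls; Reagent: 400 µM OMFP.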
# NRP1-CendR mod – alters CendR peptide binding to human NRP-1 | O14786 | FAM-RPARPAR peptide binding to NRP-1, fluorescence polarization | inhibition, % at 25 µM | 360,000 tested, 0.85% active | AID 602438;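 active = inhibition or corrected inhibition above about 18%, plus a signal ratio from 0.5 to 1.5, limit read from the data, passing the limit was not always enough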; also: strong numbers were not always called active
# SUMO1-SIM PPI – modulators of human SUMO1-mediated protein-protein interactions; P63165; SUMO1 binding to a labelled peptide, TR-FRET, 1 h; inhibition, % at 20 µM; 360,000 tested, 0.33% active; in the data active = inhibition above about 37%
# STEP inh – blocks human striatal-enriched tyrosine phosphatase | recombinant STEP, OMFP fluorogenic substrate, fluorescence | P54829 | 360,000 tested, 0.25% active | inhibition, % at 20 µM;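 active = inhibition at 20 µM, scaled per plate between control wells, above about 37%, limit read from the data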;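 also: 0% = DMSO with enzyme and substrate and 100% = substrate only without enzyme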
#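 Also added – OMFP at 25 µM · Test system – STEP tyrosine phosphatase · Technique – FITC-channel fluorescence of OMFP product · Schedule – 20 min at room temperature, dark · Evaluation – control-normalized % inhibition with plate pattern correction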
# eLon inh – inhibits E. coli Lon protease. P0A9M0. purified E. coli Lon protease, fluorescence polarization. inhibition, % at 7.94 µM. 360,000 tested, 0.42% active; in the data active = inhibition above about 13%, passing the limit was not always enough;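 also: 0% = enzyme with probe and DMSO and 100% = no enzyme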
# DNMT1 inh – inhibitors of human DNMT1. 360,000 tested, 0.83% active. inhibition (reported as % activation of signal), % at 10 µM. DNMT1 molecular beacon, Hinp1I cleavage, fluorescence. AID 588458. P26358; in the data active = inhibition above about 50%
# Target sequence (P26358 504-1616 limits assumed): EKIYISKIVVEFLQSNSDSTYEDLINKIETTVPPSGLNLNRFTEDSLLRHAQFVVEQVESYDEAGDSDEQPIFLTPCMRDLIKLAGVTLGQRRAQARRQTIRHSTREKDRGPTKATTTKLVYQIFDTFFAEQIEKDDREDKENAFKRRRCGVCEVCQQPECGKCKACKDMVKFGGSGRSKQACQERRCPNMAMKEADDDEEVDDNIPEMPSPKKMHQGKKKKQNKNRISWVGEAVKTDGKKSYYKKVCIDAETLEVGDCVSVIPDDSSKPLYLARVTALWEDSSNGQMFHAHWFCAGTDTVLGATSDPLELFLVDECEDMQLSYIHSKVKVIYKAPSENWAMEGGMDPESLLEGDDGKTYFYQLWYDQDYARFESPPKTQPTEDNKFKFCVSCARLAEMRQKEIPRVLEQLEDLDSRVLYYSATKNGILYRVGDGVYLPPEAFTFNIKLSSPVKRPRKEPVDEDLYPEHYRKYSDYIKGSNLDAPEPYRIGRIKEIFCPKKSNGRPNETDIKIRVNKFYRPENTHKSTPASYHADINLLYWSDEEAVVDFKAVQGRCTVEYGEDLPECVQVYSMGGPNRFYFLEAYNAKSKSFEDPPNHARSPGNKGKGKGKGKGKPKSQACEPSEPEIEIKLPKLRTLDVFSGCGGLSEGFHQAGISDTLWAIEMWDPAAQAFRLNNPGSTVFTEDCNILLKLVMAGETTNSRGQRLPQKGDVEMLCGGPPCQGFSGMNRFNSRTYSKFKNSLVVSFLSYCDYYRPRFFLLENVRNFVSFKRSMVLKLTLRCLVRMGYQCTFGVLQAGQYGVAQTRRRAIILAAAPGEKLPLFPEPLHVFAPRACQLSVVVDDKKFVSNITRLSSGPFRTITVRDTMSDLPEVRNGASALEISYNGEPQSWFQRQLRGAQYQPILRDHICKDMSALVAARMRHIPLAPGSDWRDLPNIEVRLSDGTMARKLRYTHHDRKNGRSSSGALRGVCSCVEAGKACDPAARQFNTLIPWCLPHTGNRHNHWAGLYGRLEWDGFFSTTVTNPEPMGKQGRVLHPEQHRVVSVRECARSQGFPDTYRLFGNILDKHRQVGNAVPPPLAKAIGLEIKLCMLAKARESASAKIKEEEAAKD
# TbMetRS inhib – Trypanosoma brucei MetRS inhibition. 360,000 tested, 0.4% active. inhibition, % at 11.9 µM. purified T. brucei MetRS, ATP depletion, Kinase-Glo luminescence;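 active = inhibition above a per-plate cutoff of the control wells' mean inhibition plus 3 SD, cut at about 5.5% in these data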;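 also: 0% = DMSO wells median and 100% = median of wells with control inhibitor compound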
#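 assay system = parasite MetRS enzyme | timing = 15 min preincubation, 2 h reaction, all 25 °C | evaluation = percent inhibition relative to median high and low control wells | medium = HEPES buffer containing pyrophosphatase, BSA, spermine, DTT | compound = single dose, 11.9 µM final nominal, 0.9% final DMSO | detection = Kinase-Glo luminescence, ATP depletion format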
# An asterisk follows results filed as active; · = not tested or not shown.
# Fields: MsrA act, MsrA inh, Scp-1 inhibitor, LMPTP inh, NRP1-CendR mod, SUMO1-SIM PPI, STEP inh, eLon inh, DNMT1 inh, TbMetRS inhib
O=C(c1ccc(N2CCCS2(=O)=O)cc1)N1CCN(c2ccc(F)cc2)CC1
  -5, -1.1, -8, 0.4, 9, -2, 1, -6, 3, 0.3
CCOC(=O)C1(C)CCN1C(=O)c1ccc(C(=O)OC)cc1 (centres undefined)
  -1, 0.1, ·, -1.0, 3, 1, -2, -4, 0, -0.2
COc1ccc(C)cc1S(=O)(=O)N1CCN(C(=O)c2ncoc2-c2ccccc2C)CC1
  -2, -0.3, -3, -0.8, 1, 3, 1, -5, 0, -0.3
Cc1ccc(-c2csc3ncnc(SCc4ccc(C(=O)O)cc4)c23)cc1
  -7, -0.8, -12, 3.9, -32, 3, 1, -4, 0, -0.2
CC(C)S(=O)(=O)c1csc(C(=O)NN)c1Cl
  -2, -0.1, -1, -2.9, -11, 1, -2, 7, 2, -0.4
CCOC(=O)Nc1ccc2nc(-c3cscn3)[nH]c2c1
  -8, 0.9, ·, -1.0, 4, 8, 0, 8, 4, -0.4
COc1ccc(S(N)(=O)=O)cc1N(C)S(=O)(=O)c1ccccc1
  -3, 0.9, -7, -0.4, 0, 1, -1, -4, -2, 0.3
O=c1cc(-c2cccc3ccccc23)[nH][nH]1
  -2, -1.0, -6, 0.2, 0, -7, -16, -9, -10, -0.5
CC(=O)Nc1ccc(-c2ccnc3c2CC(C(=O)Nc2cccnc2)O3)cc1 (centres undefined)
  -3, -1.0, ·, 0.6, 27*, 5, -2, -6, 1, -0.2
O=c1c(C=Nc2ccc(Oc3ccccc3)cc2)c[nH]n1-c1cccc(Cl)n1
  -3, 0.1, -2, -1.6, 4, 1, -2, 2, 5, -0.9
COCCn1nnnc1C(c1ccccc1OC)N1CCN(c2ccccc2)CC1 (centres undefined)
  -3, 0.6, -4, -1.8, 8, 7, -4, 1, 0, -0.1
Cc1ccc(Cl)cc1NC(=O)c1cccc(OC(F)F)c1
  2, ·, -8, 1.2, -4, -2, 0, 0, -4, 0.0
Cc1cc(Oc2ccc(=O)n(C)n2)nc(SCC(N)=O)n1
  -3, -0.5, -5, -2.6, 19, 4, 3, -8, 1, 0.7
Cc1ccc(Cl)c(OCC(=O)N2CCc3ccccc3C2)c1
  -3, 0.1, -7, -1.8, -11, 0, 0, 0, -4, 0.1
Cc1cc(OCC(=O)O/N=C(\N)c2ccccc2)ccc1Br
  -8, 2.1, -8, 1.2, -8, -2, 0, 10, 2, -1.3
CCCN1Cc2cccc(C(=O)N3CCN(c4cc(Cl)ccc4C)CC3)c2C1=O
  -12, ·, 6, 0.2, -6, 10, -3, -2, -1, -0.8
COc1ccc(CCN(C)C(=O)CSc2nc3ccccc3c(=O)n2CC2CCCO2)cc1OC (centres undefined)
  -9, 1.6, 0, -6.9, 6, -11, 3, -2, 4, -0.4
CCOc1ccc(S(=O)(=O)N2CCN(C(=O)Cc3n[nH]c(=O)c4ccccc34)CC2)cc1
  0, 0.3, -2, -1.0, 11, 2, 1, -7, 0, 0.0
N#C/C(=C\c1ccc(-c2cccc(Cl)c2)o1)C(=O)Nc1cccc2cccnc12
  0, -0.7, 3, 0.5, -12, 1, 2, -6, 28, 0.0
CCN1CCN(c2nc(Nc3cccc(F)c3)nc(N)c2[N+](=O)[O-])CC1
  -6, -1.0, -4, 0.8, -16, 3, 0, 3, 1, -0.2
CCOC(=O)c1cc(S(=O)(=O)N2CCc3ccccc32)cn1C
  -4, -1.1, -7, 0.8, -2, 2, -2, -2, -1, 0.0
Cc1ccc(C(=O)Nc2ccc(O)cc2C(=O)O)cc1
  -3, 1.8, 2, 0.0, 0, 7, 8, 4, 3, -0.5
COCCn1c(Cc2ccccc2)nnc1SCC(=O)N1CCOCC1
  1, 0.5, 1, 0.0, -2, -3, 0, -9, -2, -0.4
Clc1ccccc1-c1ccc(/C=N/n2cnnc2)o1
  -9, 5.7*, -4, -0.2, -6, -13, 2, -7, -3, -0.6
Cc1noc(C)c1S(=O)(=O)NCC(=O)O
  -4, -1.2, 11, -1.4, -10, 4, -2, -7, 0, -0.5
COc1ccc(C(=O)N2c3ccccc3C=CC2C#N)cc1 (centres undefined)
  -4, 0.5, -3, 0.4, 1, 2, -3, -3, 6, -0.5
COc1ccc(-c2cc(CCC(=O)N3CCN(c4cc(C)ccc4C)CC3)[nH]n2)cc1
  -4, 0.3, 9, 2.3, -11, 5, 0, -3, -4, -0.7
CCC1CCCCN1CC(=O)c1c(C)[nH]c2ccc(OC)cc12 (centres undefined)
  -5, 1.0, 3, 0.2, -6, 4, 0, -2, -8, -0.5
O=C(CN1C(=O)NC(c2ccccc2)(c2ccccc2)C1=O)NCC(=O)Nc1ccc(F)cc1
  1, 0.3, -7, 0.0, 9, 0, -3, -9, -2, -0.3
Cc1nc2sc3c(c2c(=N)n1N)CC(C)(C)OC3
  -4, 1.2, -1, -0.2, -12, 5, 0, -4, 0, -0.3
COC(=O)C1=NN(c2ccccc2)C2C(=O)N(c3ccccc3OC)C(=O)C12 (centres undefined)
  -6, 3.7, -7, 0.2, 7, -4, -2, 9, 4, 0.2
CCn1c(SC/C=C/c2ccccc2)nnc1-c1cnccn1
  1, 0.8, -2, -0.6, 3, -2, -2, 1, 1, -0.6
Cn1c(CN2CCOCC2)nc2cc(NC(=O)c3ccc(Cl)cc3)ccc21
  -1, -0.2, -9, -0.3, 8, -2, 0, 6, -4, -0.1
Cc1ccc(OCC(=O)N2CCN(S(=O)(=O)c3ccc(Cl)s3)CC2)cc1C
  -8, 0.0, -10, 1.7, -11, 2, -2, 6, -6, -0.2
CCOc1ccc(/C=N/n2c(COc3ccccc3)n[nH]c2=S)cc1OC
  1, -0.4, -8, -1.1, 15, -12, 2, -8, -4, -0.5
CC1CCCCN1C(=O)CSc1nnc2c(n1)[nH]c1ccc(F)cc12 (centres undefined)
  -3, -1.4, -1, -3.0, 2, -5, -1, 3, 5, 1.3
COc1ccc(C)cc1NC(=O)c1cc(S(=O)(=O)N2CCCC2)cn1C
  -7, 0.2, -9, 0.4, -3, -1, 1, 0, -11, -0.7
Cc1nn(CC(C)C(=O)N2CCN(S(=O)(=O)c3ccc(Cl)cc3)CC2)c(C)c1C (centres undefined)
  -2, 1.6, -5, 0.7, 1, -2, 0, 0, -2, 0.0
COc1ccc(/C=C(\NC(=O)c2ccc(Cl)cc2)C(=O)NCCCn2ccnc2)cc1OC
  -2, 3.1, 8, -5.0, 8, -4, -2, -2, 2, -1.5
Cc1ccccc1N1CC(C(=O)N2CC(C)OC(C)C2)CC1=O (centres undefined)
  -4, -1.1, -5, -1.8, 5, 4, -2, -5, 1, -1.0
Cc1ccc(-n2nnnc2SCC(=O)N2c3ccccc3NC(=O)C2(C)C)cc1
  -2, 0.8, -11, 0.7, -3, 2, -4, -11, -3, -0.2
CC(NC(=O)c1ccco1)C12CC3CC(CC(C3)C1)C2 (centres undefined)
  -1, -0.2, -3, -0.5, 14, 0, 0, -7, 2, -0.2
Cc1cc(NC(=O)C2CC2)n(-c2nc3ccccc3s2)n1
  -5, 0.1, -4, 2.6, -2, 5, 3, -1, -7, -1.2
COc1ccc(CCN=C(N)NS(=O)(=O)c2cc(F)ccc2F)cc1
  -3, -1.3, -8, -1.2, 1, -3, -3, -5, 0, 0.9
O=C(O)CC(NC(=O)c1ccco1)c1ccco1 (centres undefined)
  -3, 0.6, 16, 0.3, -10, 8, 2, -1, 12, -0.2
Cc1noc(C)c1N=Nc1ccccc1C(=O)O
  -9, 2.3, 12, 0.2, 8, -4, 0, -5, 1, -1.3
COc1cc(NC(=O)c2ccc3snnc3c2)cc(OC)c1
  -4, -0.7, -8, 0.1, 0, 1, -1, 0, 0, 0.1
O=C(NNc1nc2cc3c(cc2s1)OCO3)c1cccc(F)c1
  -2, 0.1, -15, 0.1, -6, 1, 3, 0, -7, 0.3
Cc1cc(NC(=O)COc2ccc(C)c(C)c2)no1
  -1, -0.8, -5, -0.3, 12, -2, -1, 4, 1, 0.0
NC(=O)c1nn2c(C(F)(F)F)cc(-c3ccccc3)nc2c1Br
  -8, 4.6*, -4, -0.5, -1, -16, 2, -6, 4, -0.4
CC(NC(=O)c1cc2ccccc2o1)c1ccccc1 (centres undefined)
  -3, -1.1, -14, -0.7, 12, -2, -2, 2, 0, -0.5
O=C(CN1c2ccccc2S(=O)(=O)c2ccccc21)NCc1ccccc1
  -7, -0.1, -2, 0.9, 9, 6, 0, -5, -5, -0.7
O=C(NNC(=O)c1ccncc1)c1ccccc1
  0, -0.2, -10, -0.9, -1, 5, 0, -3, -3, 2.3
COc1ccc(O)c(C(=O)c2cnn(C(=O)c3cc(C)oc3C)c2)c1
  -3, -0.8, -1, -0.3, -26, 4, 0, 8, -1, -1.2
O=c1[nH]c(/C=C\c2cccc(O)c2)nc(O)c1[N+](=O)[O-]
  -4, 4.4, -4, -1.2, -42, -3, 4, -4, 6, 0.0
CCOP(=O)(OCC)C(Cc1ccccc1)N=C(c1ccccc1)c1ccccc1 (centres undefined)
  -1, 1.2, ·, 2.0, -4, 11, 1, 3, -8, -1.1
Cc1ccc(NC(=S)N(N)CCO)cc1
  -3, 0.9, 1, -0.4, 5, 0, 0, -2, 1, -0.7
COc1ccc(N(C(=O)c2ccco2)C(C(=O)NC2CCCC2)c2ccco2)cc1OC (centres undefined)
  -1, 0.4, -3, 1.1, 11, -4, 3, -7, -3, -0.9
COc1ccc(C)cc1NC(=O)C1CCN(S(=O)(=O)c2ccccc2)CC1
  -4, 1.9, -8, 1.1, -17, 2, 2, -1, 0, -0.4
Cc1ccc(N(C(=O)c2snc(C(N)=O)c2N)C(C(=O)NC2CCCC2)c2ccncc2)cc1 (centres undefined)
  -1, 0.6, 1, 0.6, 14, -12, 1, -17, 0, -0.1
O=C(N[C@@H](Cc1ccccc1)C(=O)NCCc1c[nH]c2ccccc12)c1ccco1
  -10, 2.4, 4, 0.7, 4, 3, 0, 4, -4, -1.3

# Compound profiles (already shown). Values in the order: MsrA act	MsrA inh	Scp-1 inhibitor	LMPTP inh	NRP1-CendR mod	SUMO1-SIM PPI	STEP inh	eLon inh	DNMT1 inh	TbMetRS inhib
# `CCOP(=O)(OCC)C(Cc1ccccc1)N=C(c1ccccc1)c1ccccc1` (centres undefined) is listed with -1	1.2	·	2.0	-4	11	1	3	-8	-1.1
# `Cc1ccc(NC(=S)N(N)CCO)cc1` is listed with -3	0.9	1	-0.4	5	0	0	-2	1	-0.7
# `COc1ccc(O)c(C(=O)c2cnn(C(=O)c3cc(C)oc3C)c2)c1` is listed with -3	-0.8	-1	-0.3	-26	4	0	8	-1	-1.2
# `Cc1cc(NC(=O)COc2ccc(C)c(C)c2)no1` is listed with -1	-0.8	-5	-0.3	12	-2	-1	4	1	0.0
# `CC(NC(=O)c1cc2ccccc2o1)c1ccccc1` (centres undefined) is listed with -3	-1.1	-14	-0.7	12	-2	-2	2	0	-0.5

# Bioassay records as filed in PubChem BioAssay.
